Screening results from PubChem.
RmlCD inh 1536: M. tuberculosis RmlC/RmlD coupled enzyme inhibitors, primary screen, biochemical, compound mixtures, 384-well, from 1536-well plates. RmlC+RmlD coupled enzyme assay, percent inhibition; primary screen in compound mixtures. 0.03% of 160,000 active. AID 1533, 2009. inhibition, % at 3.6 µM; in the data active = inhibition mostly above about 34%, no sharp cut-off; note: some results filed as inactive read as strong as hits
Target sequence (P9WH09 whole entry, looked up): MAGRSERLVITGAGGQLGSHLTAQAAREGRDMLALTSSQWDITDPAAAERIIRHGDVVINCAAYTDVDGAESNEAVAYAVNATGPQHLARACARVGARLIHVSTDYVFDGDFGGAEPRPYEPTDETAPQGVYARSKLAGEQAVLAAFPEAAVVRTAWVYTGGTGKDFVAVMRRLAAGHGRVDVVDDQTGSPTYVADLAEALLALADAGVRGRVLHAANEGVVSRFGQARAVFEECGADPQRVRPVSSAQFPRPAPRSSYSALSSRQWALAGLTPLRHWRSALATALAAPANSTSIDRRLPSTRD
Target sequence (P9WH11 whole entry, looked up): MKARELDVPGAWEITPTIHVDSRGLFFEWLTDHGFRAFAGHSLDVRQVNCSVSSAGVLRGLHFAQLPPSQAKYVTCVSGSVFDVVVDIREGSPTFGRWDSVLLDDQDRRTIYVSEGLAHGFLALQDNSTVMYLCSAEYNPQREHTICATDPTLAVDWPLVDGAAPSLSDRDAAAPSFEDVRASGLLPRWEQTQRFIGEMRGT
M. tuberculosis GlmU: inhibition of mycobacterial GlmU enzyme – biochemical, glucosamine-1-phosphate acetyltransferase (AID 1376) | Bifunctional protein GlmU (Mycobacterium tuberculosis (strain ATCC 25618 / H37Rv)) | M. tuberculosis GlmU acetyltransferase enzyme assay; higher % means a stronger effect | one-dose inhibition, %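 (tested at 30 µM in the primary screen)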; IC50 in µM for titrated hits | 0.25% of 220,000 active; in the data active = inhibition above about 13%;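 note: 0% = complete reaction with vehicle and 100% = reaction without substrate; strong numbers were not always called active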
Numbers without * were called inactive; x = no result given; & = joins results of further samples. The list is partial. The share of hits here may be higher or lower than overall.

SMILES	RmlCD inh 1536	M. tuberculosis GlmU
CCN1C(=O)C2(C(C(=O)c3ccc(C)o3)=C(O)C(=O)N2CCCN2CCOCC2)c2ccccc21 (stereo unspecified)	5	-5.7%
C/C(=N\Nc1nc(N)cc(Cl)n1)c1ccc(Cl)c(Cl)c1	2	5.4%
CCCCn1c(N)c(NCCC(C)C)c(=O)[nH]c1=O	-3	-3.0%
CCCC(=O)NC(c1ccco1)c1cc(Cl)c2cccnc2c1O (stereo unspecified)	x	7.6%
COC(=O)/C=C/c1ccc(-n2cncn2)cc1	5	0.5%
Cc1ccc(S(=O)(=O)n2[nH]c(=O)cc2NC(=O)c2cccs2)cc1	x	-1.0%
O=C(COc1ccccc1Cl)c1ccc[nH]1	4	-2.9%
O=C(NC1CCCCC1)c1ccccc1NC(=S)NC(=O)C1CCC1	x	-2.2%
Cc1csc(NS(=O)(=O)c2cccc([N+](=O)[O-])c2)n1	4	-5.0%
O=C(Nc1ccc(F)cc1)c1ccccc1CC[N+](=O)[O-]	4	-5.0%

Retrieved by compound from the list above (5):
SMILES	RmlCD inh 1536	M. tuberculosis GlmU
O=C(COc1ccccc1Cl)c1ccc[nH]1	4	-2.9%
O=C(NC1CCCCC1)c1ccccc1NC(=S)NC(=O)C1CCC1	x	-2.2%
Cc1ccc(S(=O)(=O)n2[nH]c(=O)cc2NC(=O)c2cccs2)cc1	x	-1.0%
CCCCn1c(N)c(NCCC(C)C)c(=O)[nH]c1=O	-3	-3.0%
O=C(Nc1ccc(F)cc1)c1ccccc1CC[N+](=O)[O-]	4	-5.0%

(more compounds)
SMILES	RmlCD inh 1536	M. tuberculosis GlmU
CCOC(=O)CN(C(=O)CNC(=O)c1cccs1)C(C(=O)NC1CCCCC1)c1cccs1 (stereo unspecified)	x	1.7%
CCc1ccc(C(CNC(=O)c2ccc3c(=O)n(-c4ccccc4F)c(=S)[nH]c3c2)N(C)C)cc1 (stereo unspecified)	-5	-5.3%
O=C(Nc1ccc(F)cc1)NC1CCN(Cc2nnnn2Cc2ccco2)CC1	-7	7.2%
O=C(N/N=C/C(Br)=C\c1ccccc1)c1ccc2nc[nH]c2c1	7	2.4%
CCCCNC(=O)c1onc(CSc2ccc(Cl)cc2)c1C(=O)O	-6	-0.8%
O=C(CSCc1cccc(F)c1)N1CCN(c2ccccc2)CC1	x	3.2%
CCCCOc1ccc(-c2nnc(-c3cc[n+](C)cc3)o2)cc1	7	-1.7%
Cc1nn(C2CCCCC2)c(N)c1-c1ccccc1	20	-2.2%
COc1ccccc1NS(=O)(=O)c1cccs1	18	-2.4%
Cc1oc(S(=O)(=O)N(C)C)cc1C(=O)Nc1ccc(Cl)cc1	-6	2.5%

Compound profiles (already shown). Order of values: RmlCD inh 1536, M. tuberculosis GlmU
Record of CCCCOc1ccc(-c2nnc(-c3cc[n+](C)cc3)o2)cc1 → 7, -1.7%
Record of Cc1oc(S(=O)(=O)N(C)C)cc1C(=O)Nc1ccc(Cl)cc1 → -6, 2.5%

Some of these compounds in order of formula weight, descending:
SMILES	RmlCD inh 1536	M. tuberculosis GlmU
CCOC(=O)CN(C(=O)CNC(=O)c1cccs1)C(C(=O)NC1CCCCC1)c1cccs1 (stereo unspecified)	x	1.7%
CCc1ccc(C(CNC(=O)c2ccc3c(=O)n(-c4ccccc4F)c(=S)[nH]c3c2)N(C)C)cc1 (stereo unspecified)	-5	-5.3%
O=C(Nc1ccc(F)cc1)NC1CCN(Cc2nnnn2Cc2ccco2)CC1	-7	7.2%
CCCCNC(=O)c1onc(CSc2ccc(Cl)cc2)c1C(=O)O	-6	-0.8%
CCCCOc1ccc(-c2nnc(-c3cc[n+](C)cc3)o2)cc1	7	-1.7%
COc1ccccc1NS(=O)(=O)c1cccs1	18	-2.4%

Next compounds.
SMILES	RmlCD inh 1536	M. tuberculosis GlmU
CC(C)c1ccc(/C=C2\SC(N3CCOCC3)=NC2=O)cc1	84	4.8%
COCCN1C(=O)N[C@@H](c2cccc(C(F)(F)F)c2)[C@@H](C(=O)OC)[C@H]1C	x	-2.4%
O=C(CC1C(=O)NCCN1Cc1ccc(F)cc1)NCCN1CCCc2ccccc21 (stereo unspecified)	x	-3.2%
CC(C)(C)C(=O)Nc1sc2c(c1C#N)CCCCC2	x	-5.0%
Cc1c(C(=O)NC2CC2)oc2ccc(S(=O)(=O)N3CCCCCC3)cc12	x	1.4%
Cc1ccc(C)c(N2CCN(C(=O)CN(C)S(=O)(=O)c3ccc4c(c3)CCC(=O)N4)CC2)c1	7	-1.1%&-5.2%
FC(F)Sc1ccc(-n2cc(-c3ccc(Cl)cc3)[n+]3c2CCC3)cc1	x	-0.3%
N#CCCn1ncc2ccccc21	4	1.2%
CC(C)CC(=O)n1sc(NC(=O)c2ccccc2)nc1=O	x	-1.4%
CC(CO)(CO)NC(=O)c1ccc(=O)[nH]n1	5	-4.9%
O=C(Nc1ccc2c(c1)OCCO2)N1CCN(Cc2ccccc2)CC1	-8	2.8%
Fc1ccc(CSc2ccc(-c3ccc4c(c3)OCO4)nn2)cc1	9	2.3%
COC(=O)C1=NNC2C(=O)N(C3CCCCC3)C(=O)C12 (stereo unspecified)	11	-0.2%
COc1cc2nc(C3CC3)n(NC(=O)c3ccc(Cl)cc3)c(=O)c2cc1OC	x	2.6%
CC(C)CC(=O)NC(=S)Nc1ccc(N2CCOCC2)cc1	2	1.1%
CC(CC(=O)O)CC(=O)Nc1ccc(Br)cc1 (stereo unspecified)	x	0.2%
C/C(=N\NC(=O)c1ccc2nc[nH]c2c1)c1ccc([N+](=O)[O-])cc1	-6	-6.4%
COc1ccc(N2C(C(C)=O)=NN(c3ccccc3)C2c2cccs2)cc1 (stereo unspecified)	-6	-8.1%
CN1CCN(C(=O)NC2CCCN2S(=O)(=O)c2ccc(Cl)cc2)CC1 (stereo unspecified)	-4	0.3%
O=C(Nc1c(F)cc(F)cc1Br)c1cccnc1	x	2.4%
O=[N+]([O-])c1ccc(COc2ccc(CNc3ccccc3)cc2)cc1	x	2.3%
CCn1c(Cc2ccc(OC)cc2)nnc1SCC(=O)Nc1cccc(C(=O)OC)c1	64	-4.7%
CCCCc1c(C)c(C#N)c2nc3ccccc3n2c1Cl	4	-2.2%
Cc1cccc(NC(=O)c2ccccc2NC(=O)C2CCCCC2)c1C	-8	0.2%
COc1ccc(/C(N)=N/OC(=O)Cc2ccc(C)cc2)cc1	x	1.5%
Cc1cc(C)nc(SCC(=O)Nc2ccc(S(=O)(=O)Nc3ncccn3)cc2)n1	-8	3.2%
O=C(NCc1ccc(-c2csnn2)cc1)c1cccs1	x	4.2%
COc1cc(/C=N/NC(=O)COc2ccccc2[N+](=O)[O-])ccc1OC(=O)c1ccco1	1	5.2%
Cc1cc(=O)oc2ccc(OCC(=O)N(Cc3ccc(F)cc3)Cc3ccco3)cc12	13	-3.3%
CCOC(=O)C1C2C=CC3(CN(c4cccc(Cl)c4)C(=O)C13)O2 (stereo unspecified)	-11	0.4%
CCOc1ncnc2c1[nH]c1ccccc12	6	7.0%
COc1cc([N+](=O)[O-])ccc1NC(=O)C[n+]1cccc(C)c1	5	-1.1%
COc1cc(C(=O)Nc2ccc(O)cc2)ccc1OC(C)=O	40	2.2%
Cc1cccc(NC(=O)CN2CCC(NC(=O)C3CCCCC3)CC2)c1C	9	-1.2%
OCCC1CN(Cc2cnc(-c3ccccc3)s2)CCN1CCc1ccccc1 (stereo unspecified)	5	-4.9%
CCSc1nnc(NC(=O)C(C)Sc2nc3ccccc3[nH]2)s1 (stereo unspecified)	-9	3.1%
O=C(CSc1nnc(NC(=O)c2ccco2)s1)Nc1ccc2c(c1)OCCO2	-8	4.5%
COC(=O)c1cc(NC(=O)c2cccc(C(F)(F)F)c2)c(=O)oc1C	-12	6.1%
CCOC(=O)N1CCN(c2ccc(S(=O)(=O)N(Cc3ccccc3)Cc3ccccc3)cn2)CC1	4	6.8%&1.9%
CCOc1ccc(N2CC(=O)SC2=S)cc1	4	-4.1%
COc1ccc(-c2nn(-c3ccccc3)cc2CNCc2cccnc2)c(F)c1	-6	1.1%
O=C(NCCc1ccc(F)cc1)c1n[nH]c2ccccc12	12	-3.2%
COc1ccc(-c2cn3cc(C)ccc3n2)cc1OC	-2	3.3%
Nc1nc(SCC(=O)Nc2ccc(OCc3ccccc3)cc2)n[nH]1	11	x
Cc1cccc(N2C(=O)CS/C2=N\NC(=O)c2ccc(Cl)cc2)c1C	x	-2.2%
CN(C)c1nc(C#N)nc(N2CCOCC2)n1	12	-3.8%
Cc1cc(NC(=O)c2ccccc2)c(Cl)cc1N	-8	5.8%
COc1ccc(Cl)cc1NC(=O)Cn1nc(-c2ccc(C)cc2)n(C)c1=S	5	-2.8%
O=[N+]([O-])c1cc(C(F)(F)F)ccc1Sc1nccn1Cc1ccccc1	x	1.7%
CC1=CC(C)(C)n2c(O)c(N=N)c3c(C)ccc1c32	0	1.6%
Next section:
SMILES	RmlCD inh 1536	M. tuberculosis GlmU
COC(=O)c1oc2ccc(Cl)cc2c1N	-4	3.5%
O=C(/C=C\c1ccc(-c2cccc([N+](=O)[O-])c2)o1)N1CCOCC1	-3	1.4%
COc1ccc(S(=O)(=O)N(CC(=O)NCCC(C)C)c2ccccc2)cc1OC	x	0.3%
O=C(Cn1[nH]c(=O)c2ccccc2c1=O)NC1CCCCCC1	6	3.9%
O=C(Nc1ccccc1)NC1CCCCC1	5	2.7%
Cc1cccc2cc(COC(=O)c3ccccn3)c(=O)[nH]c12	-2	1.5%
O=C(CSc1nncs1)Nc1ccc2c(c1)OCCO2	31	-2.3%
O=[N+]([O-])c1ccc2[nH]c3nc4ccccc4nc3c2c1	16	0.1%
CC(NC(=O)CCNC(=O)c1ccccc1Cl)C1CC2CCC1C2 (stereo unspecified)	-1	-4.7%
O=C(NCCSCc1c(F)cccc1Cl)c1ccco1	22	0.1%
Cc1noc(C)c1CSc1ccccc1C(=O)Nc1nccs1	-11	-3.1%
O=C(Nc1ccc(Cl)cc1C(=O)NCc1cccnc1)c1ccco1	3	-4.6%
O=C(c1cnccn1)N1CCc2ccccc21	x	-3.6%
OCCNCCNCc1ccccc1OCc1ccccc1	-15	-0.6%
O=C(Nc1ccc(F)cc1F)c1sccc1SCc1cccc(C(F)(F)F)c1	1	x
C=CCn1c(SCc2ccc(F)cc2)nc2c1c(=O)[nH]c(=O)n2C	5	2.7%
COc1cccc(N2CCN(c3ccc(N4C(=O)CCC4=O)cc3[N+](=O)[O-])CC2)c1	-9	-5.6%
CCOc1ccc(NC(=O)CSCC(=O)O)cc1	-8	-0.6%
CC(=O)c1ccc(NC(=O)C2(S(=O)(=O)c3ccccc3)CC2)cc1	-9	2.7%
Cc1ccc(SCC(=O)N(Cc2nc(-c3ccccc3)no2)C(C)C)cc1	x	-1.1%
c1ccc(CN2CCC(N3CCN(Cc4ccc5c(c4)OCO5)CC3)CC2)cc1	x	-4.4%
O=c1cnn([C@@H]2O[C@H](CO)[C@@H](O)[C@H]2O)c(=O)[nH]1	x	-5.1%
O=C(NCCCn1ccnc1)C(=O)NCC1OCCCN1S(=O)(=O)c1ccc(Cl)cc1 (stereo unspecified)	1	1.3%
COc1ccc(/C=C(\C)c2nc(C)c(-c3ccccc3)c(=O)[nH]2)cc1	6	4.5%
CCSc1ccccc1C(=O)N=C1NC(=O)CC2C(=O)NCCN12 (stereo unspecified)	10	2.7%
CCOc1nc(-c2ccncc2)nc2ccccc12	94	3.0%
COc1cc(-c2csc(N3CCOCC3)n2)cc(OC)c1OC	x	6.0%
C[C@]12N[C@H](Cc3ccccc31)c1ccccc12	x	4.9%
Cc1ccc(-c2nc3ccccc3c(=O)n2Cc2ccccc2)cc1	-5	-2.0%
CCOc1ccc(Nc2nc(Cc3nnc(SCC(=O)NC4CCCC4)n3C)cs2)cc1	x	-4.0%
O=C(COC(=O)c1c2c(nc3ccccc13)CCCCC2)c1ccc(Cl)s1	7	-5.7%
Cc1cccc(C(C#N)c2ccc(Cl)nn2)c1 (stereo unspecified)	1	5.6%
CN(C(=O)c1ccncc1)c1nnc(-c2cnccn2)s1	8	-3.4%
O=C(OCC(=O)N1CCN(Cc2ccccc2)CC1)c1ccc(Cl)cc1	-6	-2.0%
CC1(C)CN=C(NC2CCCCC2)S1	x	2.9%
COc1cccc(-c2cc(C(=O)Nc3ccc(OC)c(OC)c3)no2)c1	x	2.9%
CONc1nc2nonc2nc1NOC	x	3.0%
CC1C(=O)N(c2ccc(S(=O)(=O)N(C)C)cc2)C1(/C=C/c1ccccc1)C(=O)NC1CCCC1 (stereo unspecified)	x	-0.7%
COc1ccccc1NC(=O)CCSc1nnc(-c2ccncc2)o1	-4	-1.0%
Cc1nn(Cc2ccccc2)c(N)c1-c1ccccc1	5	-0.1%
COc1ccc(CSc2nnc(N)s2)cc1F	-5	0.3%
Cc1c(Br)c([N+](=O)[O-])nn1CC(=O)N1CCN(Cc2ccccc2)CC1	9	-8.3%
CC(C)CC(NC(=O)C1CCC(C)CC1)C(=O)NCc1cccnc1 (stereo unspecified)	-4	-2.7%
CC(C)(C)NC(=O)NCc1ccco1	-6	-0.2%
O=C(c1csc2ccccc12)N1CCN(c2ccccn2)CC1	9	-1.4%
COc1ccc(CCNC(=O)CN(c2cc([N+](=O)[O-])ccc2OC)S(C)(=O)=O)cc1	2	-1.8%
O=C(NCN1C(=O)C2C3C=CC(C3)C2C1=O)Nc1nccs1 (stereo unspecified)	4	0.0%
Cn1c(=O)n(C)c2cc([N+](=O)[O-])c(N3CCN(C(=O)c4ccccc4Cl)CC3)cc21	4	2.2%
O=C(COC(=O)c1ccc(Cl)c(S(=O)(=O)N2CCc3ccccc3C2)c1)Nc1ncc(Cl)cc1Cl	5	-1.2%
COCCNC(=O)c1onc(CSc2cc(C)cc(C)c2)c1C(=O)NCCOC	0	-5.7%
